# bub3 – NCI yeast anticancer drug screen, S. cerevisiae bub3 mutant strain. % growth inhibition at 50 µM. 78,000 tested, 9.9% active. AID 167, 2004;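 also: 0% = growth of vehicle-only cultures of the same strain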
#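 Readout: yeast growth inhibition, expressed relative to vehicle-only wells. The test organism is a mutant strain from a panel with lesions in DNA repair or checkpoint genes.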
# yeast rad50 – NCI yeast anticancer drug screen, S. cerevisiae rad50 strain. growth inhibition, % at 50 µM. 79,000 tested, 10% active;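 also: 0% = growth of vehicle-only cultures of the same strain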
#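 Genetically altered yeast (DNA repair pathway); compound treatment; growth inhibition vs vehicle ctrl.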
# mlh1 rad18 – NCI yeast anticancer drug screen, S. cerevisiae mlh1 rad18 strain | growth inhibition, % at 50 µM | 79,000 tested, 11% active | AID 175, 2004;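 also: 0% = growth of vehicle-only cultures of the same strain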
#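 Genetically defined yeast (DNA repair-deficient) exposed to compounds; growth inhibition determined relative to vehicle.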
# cln2 rad14 – NCI yeast anticancer drug screen, S. cerevisiae cln2 rad14 strain. 78,000 tested, 8.3% active. growth inhibition, % at 50 µM;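 also: 0% = growth of vehicle-only cultures of the same strain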
#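 Yeast carrying cln2 and rad14 alterations (cell cycle control and DNA damage repair) were exposed to compounds. Growth inhibition was measured against vehicle-treated controls.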
# yeast sgs1 mgt1 – NCI yeast anticancer drug screen, S. cerevisiae sgs1 mgt1 strain. growth inhibition, % at 50 µM. 78,000 tested, 10% active. AID 161, 2004;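 also: 0% = growth of vehicle-only cultures of the same strain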
#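 Read-out: growth inhibition vs vehicle controls. Cells: mutant yeast strain deficient in DNA damage repair.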
# mec2-1 – NCI yeast anticancer drug screen, S. cerevisiae mec2-1 strain; % growth inhibition at 50 µM; 79,000 tested, 9% active;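 also: 0% = growth of vehicle-only cultures of the same strain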
#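 Using mec2-1 yeast: add compound, measure growth, express inhibition versus vehicle-treated cultures.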
# Active calls of the source: *; & = joins results of further samples; ! = not confirmed by another sample. Rule as the data show it: active = growth inhibition above about 70%; inactive = the rest.
cpd	SMILES	bub3	mlh1 rad18	yeast rad50
1	Cn1/c(=N\N=C2\C=C3CCCCC3(C)CC2)sc2ccccc21 (centres undefined)	-9	47	13
2	Cc1ccc(NC(=O)Oc2ccc(C#N)cc2)c(C)c1	-3	9	7
3	OC1COC(OCc2ccccc2)C(O)C1O (centres undefined)	6&2	-12&-3	-3&-16
4	CC(=O)Nc1nnc(C)s1	-19	-19	4
5	CCO/C=C\C(OCC)OCC	18	-1	4
6	O=C(NC(=O)c1ccccc1[N+](=O)[O-])Nc1ccc(Oc2ncc(Br)cn2)c(Cl)c1	-9	-57	-1
7	N#Cc1cccc(N)c1	-10	3	16
8	COc1cccc2c1C(=O)c1c(O)c3c(c(O)c1C2=O)CC(O)(C(C)=O)CC3OC1CC(NCC2(O)OCC(O)C2O)C(O)C(C)O1 (centres undefined)	87*	91*	89*
9	COc1ccc2occc2c1	-1	10	0
10	O=C(NNc1ccccc1)C(O)C(O)C(O)C(O)C(=O)NNc1ccccc1 (centres undefined)	23	14	26
11	c1ccc(-c2nc(-c3ccccc3)n3c(-c4ccccc4)nnc3n2)cc1	-11	-1	-4
12	CC1=CC(=O)CC(C)C2CC(=C(C)C)CC12 (centres undefined)	-22	10	13

cpd	cln2 rad14	mec2-1	yeast sgs1 mgt1
1	33	12	23
2	2	-23	-1
3	-46&-18	-20&-26	-12&-18
4	13	-12	-4
5	-15	-9	3
6	1	-31	-19
7	-10	-10	7
8	87*	89*	87*
9	3	-2	-18
10	8	6	50
11	-38	19	15
12	-7	-2	-6

# Three compounds from above, arranged by length of the SMILES, highest first.
cpd	SMILES	bub3	mlh1 rad18	yeast rad50
8	COc1cccc2c1C(=O)c1c(O)c3c(c(O)c1C2=O)CC(O)(C(C)=O)CC3OC1CC(NCC2(O)OCC(O)C2O)C(O)C(C)O1 (centres undefined)	87*	91*	89*
11	c1ccc(-c2nc(-c3ccccc3)n3c(-c4ccccc4)nnc3n2)cc1	-11	-1	-4
1	Cn1/c(=N\N=C2\C=C3CCCCC3(C)CC2)sc2ccccc21 (centres undefined)	-9	47	13

cpd	cln2 rad14	mec2-1	yeast sgs1 mgt1
8	87*	89*	87*
11	-38	19	15
1	33	12	23

# Going on with the list:
cpd	SMILES	bub3	mlh1 rad18	yeast rad50
13	CN(NC(=O)c1cccs1)C1=NCCCN1	5	-21	-18
14	CN(C)CCC(=O)c1c[nH]c2ccccc12	65	46	73*
15	Oc1ccc2ccc3ccccc3c2c1	100*	99*	99*
16	NNC(=O)c1ccccc1Cl	-4	-26	-11
17	C=C1CC[N+]2(C)CCCC12 (centres undefined)	-14	-11	-2
18	CNNCCCC(=O)NC(C)C	8	8	-6
19	C/C=C/C(=O)OCCCCCCCCCCCC	-16	-40	-41
20	O=C(c1ccccc1)N1C(=O)N(c2ccccc2)C(=Nc2ccccc2)C1=Nc1ccccc1	5	-9	-7
21	CCOC(=O)c1c[nH]c2nc(N)ccc2c1=O	-1	-5	-4
22	c1ccc(N=C2c3ccccc3C3=NCCCN32)cc1	-10	-21	-11
23	Cc1n[n+](CC(=O)c2ccccc2)c2sc(N)nn12	-16	-70	-56
24	CCCCC1(CC)COC(CC)(c2ccccc2)OC1 (centres undefined)	18	-16	-2

cpd	cln2 rad14	mec2-1	yeast sgs1 mgt1
13	10	-5	-17
14	31	38	63
15	99*	100*	100*
16	0	-21	-12
17	-41	-3	-3
18	3	7	9
19	-17	-39	-19
20	-44	20	20
21	-16	0	10
22	-4	-7	-28
23	-50	-31	-59
24	28	-1	5

# (cont.)
cpd	SMILES	bub3	mlh1 rad18	yeast rad50
25	C=CCC(OCCC)c1ccc2c(c1)OCO2 (centres undefined)	3	-13	-7
26	O=C(CO)CC(=O)C(=O)Nc1ccccc1	-4	-10	-11
27	O=C(/C=C/c1ccccc1Cl)c1ccccc1[N+](=O)[O-]	96*	96*	96*
28	C/C(=C/c1ccccc1)C(=O)C1C(c2ccccc2)CC(O)C(C)C1c1ccccc1 (centres undefined)	78*	87*	82*
29	CC#CC(O)(C(=O)OCCCN(C)C)C1CCCCC1 (centres undefined)	8	9	12
30	CC1(c2ccccc2)C=Cc2ccccc2N1 (centres undefined)	-6	-37	-23
31	CC1Cc2ccccc2C2=C3CC=CCC3C3C(=O)OC(=O)C3C21 (centres undefined)	6	8	11
32	CC(C)/C(=N\[N+](C)(C)C)c1ccccc1	-23	5	0
33	CC1=Nc2ccc(C)cc2N=C(C)C1	22	-2	11
34	O=P(c1cccs1)(c1cccs1)c1cccs1	22	10	10
35	O=C1C=CC(=CC=C2C=CN(CCCCCCCCCCCO)C=C2)C=C1	83*!	88*!	89*!
36	NNc1nnc(NN)c2ccccc12	4	5	2

cpd	cln2 rad14	mec2-1	yeast sgs1 mgt1
25	5	1	-1
26	11	-23	2
27	95*	98*	98*
28	88*	91*	82*
29	2	4	4
30	-2	-3	-20
31	2	8	0
32	-3	-23	-22
33	-29	4	7
34	14	21	16
35	83*!	86*!	88*!
36	4	-2	1

# Single values from the entries so far:
# Entry of COc1ccc2occc2c1 under mec2-1: -2
# Entry of CC1Cc2ccccc2C2=C3CC=CCC3C3C(=O)OC(=O)C3C21 (centres undefined) under bub3: 6
# Entry of c1ccc(N=C2c3ccccc3C3=NCCCN32)cc1 under bub3: -10
# Entry of C=C1CC[N+]2(C)CCCC12 (centres undefined) under yeast sgs1 mgt1: -3
# Entry of Cn1/c(=N\N=C2\C=C3CCCCC3(C)CC2)sc2ccccc21 (centres undefined) under cln2 rad14: 33
# Entry of CCCCC1(CC)COC(CC)(c2ccccc2)OC1 (centres undefined) under yeast sgs1 mgt1: 5

# Whole records as entered above:
# CC1=CC(=O)CC(C)C2CC(=C(C)C)CC12 (centres undefined) in the list: bub3 = -22; mlh1 rad18 = 10; yeast rad50 = 13; cln2 rad14 = -7; mec2-1 = -2; yeast sgs1 mgt1 = -6
# CC1=Nc2ccc(C)cc2N=C(C)C1 in the list: bub3 = 22; mlh1 rad18 = -2; yeast rad50 = 11; cln2 rad14 = -29; mec2-1 = 4; yeast sgs1 mgt1 = 7

# Back to the main list; the 2 compounds before the break are reprinted first.
cpd	SMILES	bub3	mlh1 rad18	yeast rad50
35	O=C1C=CC(=CC=C2C=CN(CCCCCCCCCCCO)C=C2)C=C1	83*!	88*!	89*!
36	NNc1nnc(NN)c2ccccc12	4	5	2
37	C/C=C/C1=CC(=O)C(O)C1O (centres undefined)	15	20	8
38	Cc1cc(Cl)c2c(c1)C(=N/O)/C(=C\c1ccco1)O2	89*	85*	88*
39	[C-]#[N+]N=P(c1ccccc1)(c1ccccc1)c1ccccc1	-9	6	-18
40	CC(C)CC(=O)OC1=C(OC(=O)CC(C)C)C(=O)C(OC(=O)CC(C)C)=C(OC(=O)CC(C)C)C1=O	8	25	37
41	[N-]=[N+]=NCC1OCOC1C1OCOC1CN=[N+]=[N-] (centres undefined)	4	-4	-7
42	O=C1c2cc(Br)cc(Br)c2NCCC1(Br)Br	97*	98*	98*
43	CC1(C)NC(=O)C(NC(=O)C(N)CC(=O)O)CCCCNC(=O)CCNC1=O (centres undefined)	6	-18	-4
44	N=c1ccc2nc(N)nn(O)c-2c1	-37	-44	-1
45	CC1(C)OC2COC3(CNO)OC(C)(C)OC3C2O1 (centres undefined)	64	70	22

cpd	cln2 rad14	mec2-1	yeast sgs1 mgt1
35	83*!	86*!	88*!
36	4	-2	1
37	10	10	0
38	88*	90*	83*
39	3	-21	-28
40	30	15	39
41	-34	11	-4
42	98*	99*	98*
43	-11	-68	-32
44	-3	12	3
45	25	33	83*

# The order is random. About 14% of those tested had a hit in this group.
